GPR55 beta-arrestin: selective activators of receptor GPR55 – imaging, U2OS cells, beta-arrestin-GFP redistribution, primary screen (AID 1961) | U2OS GPR55 beta-arrestin-GFP redistribution imaging; higher % means a stronger effect | activation, % at 10 µM, or EC50 in µM where a hit was titrated | 0.048% of 290,000 active;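 active means activation above 40% with more than 50 cells counted in the well; inconclusive means wells holding fewer than 50 cells, flagged as toxic or sparse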;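 further: U2OS osteosarcoma cells stably expressing GPR55 and beta-arrestin-GFP; plate controls were DMSO negative control for no effect and LPI positive control for full effect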
P. falciparum M1AAP: P. falciparum M1AAP inhibitors, biochemical, fluorogenic H-Leu-NHMec substrate, 1536-well (AID 1445); recombinant M1AAP, H-Leu-NHMec fluorogenic kinetic assay; higher % means a stronger effect; inhibition, % at 30 µM; hits with a dose series show IC50 in µM; 0.42% of 220,000 active;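 active means primary inhibition above the hit cutoff, then over 50% inhibition at one or more dose response concentrations, cut at about 23% in these data, passing the limit was not always enough; inconclusive means conflicting primary data, or primary hits not chosen for dose response; inactive means low primary inhibition, or under 50% at every dose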;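 further: plate controls were DMSO full reaction for no effect and no enzyme background for full effect; strong numbers were not always called active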
P. falciparum M17LAP: P. falciparum M17LAP inhibitors, primary screen, biochemical, fluorogenic H-Leu-NHMec substrate, 1536-well (AID 1619). recombinant M17LAP, H-Leu-NHMec fluorogenic kinetic assay; higher % means a stronger effect. one-dose inhibition, % at 30 µM; IC50 in µM for titrated hits. 0.38% of 220,000 active;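 active means compound inhibiting the enzyme by more than half at any dose during confirmatory dose-response retesting; inconclusive means strong single-dose inhibitors picked by rank but not retested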;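 further: plate controls were full reaction with DMSO carrier for no effect and no enzyme background for full effect; strong numbers were not always called active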
KOR beta-arrestin-1: KOR agonists, beta-arrestin recruitment, primary screen, cell-based, luminescence, uHTS (AID 1777); KOR beta-arrestin recruitment, luminescence; higher % means a stronger effect; 0.02% of 280,000 active; one-dose activation, % at 10 µM; EC50 in µM for titrated hits; in the data active means activation above about 50%, passing the limit was not always enough; further: a part of the inactive calls stands beside numbers as strong as those of hits
AID2073: inhibitors of Mint1-CaV2.2 protein interaction, biochemical, HTRF (AID 2073) | HTRF protein-protein interaction, Mint1-CaV2.2; higher % means a stronger effect | inhibition, % at 20 µM, or IC50 in µM where a hit was titrated | 0.19% of 290,000 active; in the data active means inhibition mostly above about 51%, no sharp cut-off; inconclusive means no clear call, values can overlap the other calls; inactive means mostly below about 53%; further: some results filed as inactive read as strong as hits
Dynein transport: blocks dynein driven cargo transport along microtubules; 3617.4 mouse cells, GR-EGFP nuclear translocation imaging; test concentration mostly 20 µM; stimulated with dexamethasone, 1 µM; stronger effect = lower value; z-score, hits read low; 0.47% of 220,000 active; AID 1381;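 active means plate z-score of nuclear minus cytoplasmic receptor signal below a set negative limit, without overly bright fluorescence or cell loss, cut at about -3.5 in these data, passing the limit was not always enough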;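 further: z-score of nuclear minus cytoplasmic ring GR-EGFP intensity difference per well; some compounds called inactive have numbers as strong as hits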
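Buffer or medium: tet-free medium with charcoal-stripped serum / Also added: dexamethasone agonist, 1.0 µM final, for 30 min / Timing: induction 48 h, compound 1 h, agonist 30 min / Measured by: high-content fluorescence imaging after fixation / Read-out: nuclear-to-cytoplasmic GR-EGFP distribution per well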
NOD2 inhibition: NOD2 signaling inhibitors, cell-based, luminescence, uHTS, HEK293 (AID 1566). HEK293 NOD2/NF-kB luciferase reporter, luminescence; higher % means a stronger effect. inhibition, % at 4 µM; hits with a dose series show EC50 in µM. 0.63% of 290,000 active; further: many of its hits are not listed in these tables
NOD1 NF-kB reporter: NOD1 signaling inhibitors, primary screen, cell-based, luminescence, uHTS (AID 1578); NOD1-driven NF-kB luciferase reporter cells, luminescence; higher % means a stronger effect; inhibition, % at 4 µM, or EC50 in µM where a hit was titrated; 1% of 290,000 active; in the data active means inhibition mostly above about 36%, no sharp cut-off; inactive means mostly below about 34%;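 further: HEK-293T reporter cells stimulated with the NOD1 agonist gamma-tri-DAP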
KOR beta-arrestin-2: kappa opioid receptor blockers – cell-based, luminescence, uHTS (AID 1778) | KOR beta-arrestin recruitment, luminescence, antagonist mode; higher % means a stronger effect | one-dose inhibition, % at 10 µM; IC50 in µM for titrated hits | 0.091% of 290,000 active; further: strong numbers were not always called active
Dynein transport cytoplasmic EGFP: second read-out of Dynein transport, no call of its own (marks repeat the call); z-score; measured here: cytoplasmic GR-EGFP intensity; stronger effect = higher value
Dynein transport nuclear GR-EGFP: also measured in Dynein transport; calls as there; z-score; measured here: nuclear GR-EGFP intensity;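 lower value marks the stronger effect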
Dynein transport cell count: further read-out of Dynein transport, marked with its call; z-score; measured here: cell count per field
An asterisk follows results filed as active; ? = inconclusive; · = no result given; [ ] = dose if it differs, or a comment. Unless noted, no stated cut-off is given here; in the data, active means inhibition above about 50%; inactive means the rest.

cpd	Compound	GPR55 beta-arrestin	P. falciparum M1AAP	P. falciparum M17LAP	KOR beta-arrestin-1	AID2073	Dynein transport	Dynein transport cytoplasmic EGFP	Dynein transport nuclear GR-EGFP	Dynein transport cell count	NOD2 inhibition	NOD1 NF-kB reporter	KOR beta-arrestin-2
1	Cc1ccc(NCN2C(=O)C3C4C=CC(C4)C3C2=O)cc1 (stereo not drawn)	-0.2%	1%	5%	1.0%	3%	3.4	-0.031	1.6	-2.3	1%	-16%	-4%
2	CCOC(=O)c1coc(CNC(=O)c2c(C)oc3c2CCCC3)c1	0.2%	4%	14%	3.5%	9%	-0.084	-0.23	0.095	0.38	18%	-16%	-18%
3	O=C(Nc1ccccc1Cc1ccccc1)c1ccccc1NS(=O)(=O)c1ccc(Cl)s1	0.5%	9%	-7%	13%	18%	-0.14	-0.22	-0.47	0.55	15%	74%	-148%
4	Oc1[nH]c2ccccc2c1N=Nc1ccccc1F	0.4%	1%	-3%	5.9%	36%	-0.88	0.27	-0.21	0.79	-78%	-52%	3%
5	Cc1cccc(NC(=O)c2ccc(NS(=O)(=O)c3c(C)noc3C)cc2)c1	0.4%	1%	2%	2.5%	6%	-0.31	-0.23	0.057	1	12%	-28%	2%
6	CCO[C@H]1OC(C(=O)NCc2nc3ccccc3[nH]2)=C[C@@H](c2csc3ccccc23)[C@@H]1CCCO	1.8%	-4%	-7%	-5.9%	9%	-0.74	-0.17	-0.098	0.35	19%	-23%	-4%
7	CCOC(=O)c1c(C)[nH]c(C(=O)COC(=O)COc2ccccc2C=O)c1C	-0.6%	?	4%	0.9%	7%	-0.33	-0.23	-0.16	-0.33	-3%	-9%	12%
8	Cc1noc(C)c1CS(=O)(=O)c1ccc(Br)cc1	-0.1%	-2%	0%	-0.5%	-19%	-0.27	0.049	-0.26	0.004	4%	-14%	-24%
9	COCCCNc1ncnc2ccc(C)cc12	0.0%	0%	-3%	-3.8%	16%	0.4	0.03	0.16	-0.33	12%	-5%	-9%
10	O=C(N/N=C/c1ccccn1)c1[nH]c2ccc([N+](=O)[O-])cc2c1-c1ccccc1	-0.1%	-17%	-7%	-6.3%	8%	0.74	-0.28	0.63	-0.64	-112%	-7%	44%[20 µM]
11	CCOC(=O)c1cc(NC(=O)CCC(=O)O)ccc1N1CCCCC1	-0.2%	1%	6%	-1.4%	19%	-0.46	-0.2	-0.26	2	-5%	-6%	1%
12	CC(C)c1cccc(C(C)C)c1NC(=O)COC(=O)c1ccc(OCC(=O)Nc2cccc(C(F)(F)F)c2)cc1	0.2%	-9%	0%	5.8%	-2%	2	-0.21	1.1	-1.3	-6%	-26%	-18%
13	O=C1CC(C2CCCO2)C(=O)N1Cc1ccccc1 (stereo not drawn)	-0.2%	13%	2%	-0.5%	-5%	-0.83	-0.26	-0.18	1.1	-16%	0%	-67%
14	O=C(COc1ccccc1)Nc1ccc(S(=O)(=O)Nc2ccccn2)cc1	-0.2%	·	·	3.9%	5%	·	·	·	·	-18%	-4%	-19%
15	CC(C)CC(c1nnnn1Cc1cccs1)N1CCN(c2nc3ccccc3s2)CC1 (stereo not drawn)	0.2%	9%	8%	-5.0%	20%	-0.093	-0.24	-0.68	0.74	-10%	-13%	13%
16	CCCc1nnc(SCC(=O)N2CCCC(C)C2)n1CCOC (stereo not drawn)	0.2%	-6%	-11%	5.1%	-4%	-0.076	-0.3	0.073	0.18	-9%	0%	-39%
17	CSc1nc2ccc(NC(=O)c3c(F)cccc3F)cc2s1	-0.4%	6%	-2%	-0.5%	4%	-0.059	-0.29	0.47	0.19	-39%	-52%	24%
18	Cc1nn(-c2ccccc2)c(N)c1C1(O)C(=O)N(C(C)C)c2ccccc21 (stereo not drawn)	1.1%	4%	8%	-3.8%	1%	0.096	-0.21	0.1	0.53	-12%	-31%	-3%
19	COc1ccc(NC(=S)NCc2ccc(S(N)(=O)=O)cc2)cc1OC	-0.1%	2%	-6%	6.1%	-26%	0.55	-0.31	-0.048	0.68	9%	10%	-44%
20	CN1CCN(C(=O)c2ccc(CN(c3ccccc3)S(=O)(=O)c3ccccc3)cc2)CC1	0.3%	2%	-2%	·	-6%	-0.6	-0.086	-0.17	0.88	-23%	-37%	-49%[20 µM]
21	COc1cccc(OC)c1C(=O)Nc1ccc(S(=O)(=O)N2CCCCC2)cc1	-0.1%	·	·	6.4%	0%	·	·	·	·	-22%	20%	-32%
22	Clc1ccc(-c2n[nH]c3c2Cc2ccccc2-3)cc1Cl	-0.1%	-4%	-2%	3.2%	14%	-0.1	-0.22	0.5	-1	6%	-4%	21%
23	CCCNC(=O)NC(=O)COC(=O)c1oc2ccc(OCC)cc2c1C	0.0%	3%	5%	-9.4%	0%	-0.2	-0.17	-0.092	1.4	-2%	8%	31%
24	Cc1occc1-c1nc(-c2ccccn2)no1	-0.2%	3%	-1%	1.8%	-10%	-0.88	-0.22	-0.42	2.3	-47%	-23%	5%
25	Cc1cccc(OCC(=O)O/N=C(\N)c2ccncc2)c1	0.4%	·	·	-1.5%	4%	·	·	·	·	12%	-18%	40%
26	Cc1ccc2nc(-c3ccc(NC(=O)COC(=O)c4ccc([N+](=O)[O-])o4)cc3)sc2c1	-0.1%	0%	-3%	6.2%	17%	0.25	-0.29	-0.11	-0.019	-111%	-15%	-16%
27	O=C(/C=C/c1ccc(OCCCF)cc1)Nc1ccnc(-c2ccncc2)n1	0.3%	10%	-1%	-1.9%	50%	0.75	-0.26	0.55	-0.84	33%	90%*	-81%
28	CC1CC2(CCCC2)N(C(=O)N(C)C)c2ccc(F)cc21 (stereo not drawn)	-0.1%	·	·	0.1%	-8%	·	·	·	·	0%	-3%	-32%
29	O=CNNC(=O)c1cccc([N+](=O)[O-])c1	-0.6%	1%	-5%	-2.5%	-8%	-0.19	-0.22	-0.1	0.34	4%	-22%	33%
30	O=C(CC1C(=O)NCCN1Cc1ccc(-c2ccccc2)cc1)NC1CCC1 (stereo not drawn)	0.1%	5%	3%	·	-8%	0.99	0.28	0.96	-1	-2%	-20%	-2%[20 µM]
31	Cn1c(SCc2ccc3c(c2)OCO3)nnc1-c1ccccc1	-0.1%	1%	18%	0.5%	15%	-0.78	-0.28	-0.15	0.29	-21%	·	4%
32	O=C(Nc1ccccc1-c1ccccc1)NC1CCN(C(=O)N2CCOCC2)CC1	-0.2%	1%	9%	-3.2%	7%	-0.68	-0.3	-1	1.4	18%	-19%	2%
33	Cc1ccc(S(=O)(=O)c2cnc(-c3ccccc3)nc2N2CCCCC2)cc1	0.3%	1%	2%	-4.6%	5%	-0.46	-0.033	-0.25	0.48	3%	27%	-12%[20 µM]
34	CCOC(=O)C1=C(C)Nc2ccc(C)cc2S1	0.0%	6%	1%	0.3%	5%	-1.2	-0.23	-1.1	1	18%	-23%	-16%
35	CCOc1ccccc1NC(=O)CN(c1ccc(OC)cc1)S(=O)(=O)c1c(C)[nH]c(=O)[nH]c1=O	-0.2%	·	·	4.9%	3%	·	·	·	·	2%	-22%	-14%
36	Cc1cc(C)nc(NS(=O)(=O)c2ccc(NC(=S)NC(=O)C3CCCC3)cc2)n1	-0.1%	9%	11%	3.8%	-14%	-0.31	-0.27	-0.37	0.58	-1%	-15%	-11%
37	COC(=O)CCS(=O)(=O)c1ccc(NC(C)=O)cc1	-0.1%	5%	12%	-2.7%	-7%	0.24	-0.5	0.062	0.042	3%	3%	-22%
38	N#Cc1nc(COc2ccccc2)oc1N1CCOCC1	-0.2%	-1%	7%	-0.6%	-4%	-1.2	0.42	-0.95	-0.94	8%	-19%	40%
39	Cc1c(OCC(=O)C(C)(C)C)ccc2c3c(c(=O)oc12)CCCC3	-0.2%	·	·	0.3%	-1%	·	·	·	·	10%	13%	2%[20 µM]
40	CCOC(=O)N1CCN(S(=O)(=O)N2CCCC(C(=O)NCc3ccc(OC)cc3OC)C2)CC1 (stereo not drawn)	-0.1%	·	·	-4.6%	10%	·	·	·	·	11%	-17%	4%
41	Cc1nc(=O)c(-c2ccccc2)c(C)n1-c1cccc(C(=O)O)c1	-0.2%	-2%	-4%	-3.7%	33%	-0.52	-0.24	-0.18	0.64	-7%	4%	-3%
42	Cc1nn(Cc2cccc(C(=O)NC(C)c3ccc(C(C)(C)C)cc3)c2)c(C)c1[N+](=O)[O-] (stereo not drawn)	-0.1%	-3%	1%	-2.2%	-2%	1.2	-0.21	1	-0.56	7%	9%	15%
43	CCOc1ccc(NS(=O)(=O)c2c(C(=O)N3CCCCCC3)c(C)n(C)c2C)cc1	-0.2%	·	·	3.8%	-9%	·	·	·	·	4%	-24%	-30%
44	CC(C)CNC(=O)c1ccc(COc2ccc(Cl)cc2Cl)o1	0.0%	-5%	-3%	2.3%	-6%	-1.1	-0.13	-0.36	0.2	12%	-3%	-27%
45	Nn1c(SC/C=C/c2ccccc2)nnc1-c1cccnc1	-0.1%	0%	-5%	-3.2%	-4%	0.3	-0.43	0.38	-0.23	-16%	10%	-110%
46	COc1ccc(C)cc1NC(=O)CSc1ccc(-c2cccnc2)nn1	0.6%	1%	2%	-4.7%	18%	-0.74	-0.27	-0.46	0.8	28%	2%	-8%
47	O=C(N/N=C/c1cccs1)[C@H]1C[C@@H]1c1ccccc1	-0.2%	2%	21%	1.5%	12%	0.29	-0.29	-0.19	-0.56	-1%	-11%	-35%

Given with one line to a screen: entries from further up.
[44] CC(C)CNC(=O)c1ccc(COc2ccc(Cl)cc2Cl)o1
[45] Nn1c(SC/C=C/c2ccccc2)nnc1-c1cccnc1
Screen / compound no. | 44 | 45
GPR55 beta-arrestin | 0.0% | -0.1%
P. falciparum M1AAP | -5% | 0%
P. falciparum M17LAP | -3% | -5%
KOR beta-arrestin-1 | 2.3% | -3.2%
AID2073 | -6% | -4%
Dynein transport | -1.1 | 0.3
Dynein transport cytoplasmic EGFP | -0.13 | -0.43
Dynein transport nuclear GR-EGFP | -0.36 | 0.38
Dynein transport cell count | 0.2 | -0.23
NOD2 inhibition | 12% | -16%
NOD1 NF-kB reporter | -3% | 10%
KOR beta-arrestin-2 | -27% | -110%

Screening data: PubChem, several laboratories

This is a subset. The share of hits here may be higher or lower than overall.
